TAG inh: reduces triacylglycerol accumulation in H9c2 cells; hit rate 0.66% among 230,000; Nile Red lipid (TAG) fluorescence; cells loaded with 200 µM oleic acid; inhibition, % at 12.5 µM; AID 651582;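 active means pattern-corrected inhibition of lipid staining of at least 50% with the nuclear-stain viability signal not falling by more than 50%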;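 further: 0% = DMSO wells and 100% = triacsin C control wells; some results filed as inactive read as strong as hits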
TAG inh DAPI viability: second read-out of TAG inh, no call of its own (marks repeat the call); DAPI nuclei signal change (viability), lower = more cytotoxic, %;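 whole-well DAPI fluorescence read on a plate reader as a viability signal; minus 50 percent equals half of cells still viable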
Numbers without * were called inactive. A portion of the library; rates above refer to the full screens.

Screening CCN(CC)C(=S)SCC(=O)Nc1ccc(F)cc1 returned TAG inh 4 and TAG inh DAPI viability -3.
Screening Cc1ccc(-n2nc3ccc(N)cc3n2)cc1 returned TAG inh 13 and TAG inh DAPI viability 86.
`CCC(CO)Oc1cc(NCc2ccccc2OC)c2ncn(C(C)C)c2c1` (stereo not given) gave TAG inh 0 and TAG inh DAPI viability -10.
O=C(CN1C(=O)CCC1=O)Nc1nc(-c2nc3ccccc3s2)cs1 was read as TAG inh 5 and TAG inh DAPI viability 10.
CCOc1ccc(CN2CCN(Cc3cnn(CC)c3C)CC2CCO)cc1 (stereo not given) was read as TAG inh 3 and TAG inh DAPI viability -11.
Screening CCC(=O)OCC(=O)c1c(N)n(Cc2ccccc2)c(=O)n(C)c1=O returned TAG inh 11 and TAG inh DAPI viability -4.
Clc1ccc2c(N3CCCC3)ccnc2c1 was read as TAG inh -1 and TAG inh DAPI viability -1.
For CCCCCC(=O)Nc1nc(C)c(-c2csc(Nc3cc(OC)ccc3OC)n2)s1 the results were TAG inh 59* and TAG inh DAPI viability -8.2*.
For CN(C)C(=O)c1ccc(NS(=O)(=O)c2ccc3c(c2)OCCO3)cc1 the results were TAG inh -2 and TAG inh DAPI viability -3.
Screening CCCCn1c(N)c(NCc2ccccc2)c(=O)[nH]c1=O returned TAG inh 3 and TAG inh DAPI viability -3.
`CC(C)(C)C(=O)NCc1ccc(C(=O)CSc2nnc3n2CCCCC3)s1` gave TAG inh -1 and TAG inh DAPI viability 0.
Screening NC(=O)CC(NC(=O)c1ccccc1)c1ccc(NCCCN2CCCC2=O)c([N+](=O)[O-])c1 (stereo not given) returned TAG inh 9 and TAG inh DAPI viability 3.
`CCCCn1c(N)c(N(CCC(C)C)C(=O)CSc2nc3ccccc3s2)c(=O)[nH]c1=O` gave TAG inh -10 and TAG inh DAPI viability -8.
For CC(=O)Nc1ccc(NC(=O)CSc2nnc(C3CC3)n2C)cc1 the results were TAG inh 10 and TAG inh DAPI viability 55.
Screening O=C(N/N=C/c1cc(Br)cs1)c1ccc2c(c1)OCCO2 returned TAG inh 8 and TAG inh DAPI viability -5.

Five compounds picked at random from those above, as already listed:
`CC(C)(C)C(=O)NCc1ccc(C(=O)CSc2nnc3n2CCCCC3)s1` gave TAG inh -1 and TAG inh DAPI viability 0.
`CCCCn1c(N)c(N(CCC(C)C)C(=O)CSc2nc3ccccc3s2)c(=O)[nH]c1=O` gave TAG inh -10 and TAG inh DAPI viability -8.
Clc1ccc2c(N3CCCC3)ccnc2c1 was read as TAG inh -1 and TAG inh DAPI viability -1.
Screening NC(=O)CC(NC(=O)c1ccccc1)c1ccc(NCCCN2CCCC2=O)c([N+](=O)[O-])c1 (stereo not given) returned TAG inh 9 and TAG inh DAPI viability 3.
`CCC(CO)Oc1cc(NCc2ccccc2OC)c2ncn(C(C)C)c2c1` (stereo not given) gave TAG inh 0 and TAG inh DAPI viability -10.

Back to the main list, repeating the 7 entries before the break.
For CN(C)C(=O)c1ccc(NS(=O)(=O)c2ccc3c(c2)OCCO3)cc1 the results were TAG inh -2 and TAG inh DAPI viability -3.
Screening CCCCn1c(N)c(NCc2ccccc2)c(=O)[nH]c1=O returned TAG inh 3 and TAG inh DAPI viability -3.
`CC(C)(C)C(=O)NCc1ccc(C(=O)CSc2nnc3n2CCCCC3)s1` gave TAG inh -1 and TAG inh DAPI viability 0.
Screening NC(=O)CC(NC(=O)c1ccccc1)c1ccc(NCCCN2CCCC2=O)c([N+](=O)[O-])c1 (stereo not given) returned TAG inh 9 and TAG inh DAPI viability 3.
`CCCCn1c(N)c(N(CCC(C)C)C(=O)CSc2nc3ccccc3s2)c(=O)[nH]c1=O` gave TAG inh -10 and TAG inh DAPI viability -8.
For CC(=O)Nc1ccc(NC(=O)CSc2nnc(C3CC3)n2C)cc1 the results were TAG inh 10 and TAG inh DAPI viability 55.
Screening O=C(N/N=C/c1cc(Br)cs1)c1ccc2c(c1)OCCO2 returned TAG inh 8 and TAG inh DAPI viability -5.
For COc1cc(C2NC(=S)NC(C)=C2C(=O)OC(C)C)ccc1OC(C)C (stereo not given) the results were TAG inh -20 and TAG inh DAPI viability 11.
`Cc1ccc(NS(=O)(=O)c2ccc(C(=O)NCC3CCCO3)cc2)cc1` (stereo not given) gave TAG inh -8 and TAG inh DAPI viability 3.
Screening O=C(c1cccc(Cl)c1)N1CCN(S(=O)(=O)c2ccc(Cl)s2)CC1 returned TAG inh -20 and TAG inh DAPI viability 3.
Screening COc1ccc(NC(=O)CSc2cc(C)nc3c(-c4ccccc4)cnn23)cc1 returned TAG inh 2 and TAG inh DAPI viability 4.
CCCS(=O)(=O)N1CCCC(C(=O)N2CCN(c3ccccc3)CC2)C1 (stereo not given) was read as TAG inh 5 and TAG inh DAPI viability -2.
Screening CN(C)S(=O)(=O)n1cnc(C(CCO)c2ncn(S(=O)(=O)N(C)C)c2CCCO)c1 (stereo not given) returned TAG inh 8 and TAG inh DAPI viability 2.
COc1ccc(C)cc1NC(=O)NNC(=O)C(C)Oc1ccc(F)cc1Cl (stereo not given) was read as TAG inh 1 and TAG inh DAPI viability -3.
Screening COc1ccc(-c2cn[nH]c2N)cc1OC returned TAG inh 7 and TAG inh DAPI viability 7.
`Nn1c(COc2ccccc2F)nnc1SCC(=O)NC1CCS(=O)(=O)C1` (stereo not given) gave TAG inh 9 and TAG inh DAPI viability 4.
Screening C[C@@H]1CN([C@H](C)CO)C(=O)c2cc(Br)cnc2O[C@H]1CN(C)Cc1ccccc1 returned TAG inh 21 and TAG inh DAPI viability -9.
Cc1ccc(OCC(=O)NNC(=O)Cn2c(=O)cnc3ccccc32)cc1 was read as TAG inh 2 and TAG inh DAPI viability -4.
COc1ccc(N2CCN(CC(=O)Nc3nnc(-c4ccccc4)s3)CC2)cc1 was read as TAG inh 33 and TAG inh DAPI viability 5.
O=C(c1cccs1)N1CCN(C2CCCCC2)CC1 was read as TAG inh -17 and TAG inh DAPI viability -2.
For Cc1cc(S(=O)(=O)NCC(C)C)ccc1OCC(=O)NC1CC1 the results were TAG inh 3 and TAG inh DAPI viability 0.
COc1cccc(C(=O)OCCN2C(=O)c3ccccc3C2=O)c1OC was read as TAG inh -6 and TAG inh DAPI viability 1.
Screening Cc1cccc(C(=O)Nc2ccnc(-c3cccnc3)n2)c1 returned TAG inh -9 and TAG inh DAPI viability 6.
For CC(C)Cn1c(SCC(=O)Nc2ccc3[nH]c(=O)[nH]c3c2)nc2ccccc2c1=O the results were TAG inh 9 and TAG inh DAPI viability -7.
`COC(=O)c1c(NC(C)=O)sc2c1CCCC2` gave TAG inh -18 and TAG inh DAPI viability 1.
`Cc1c(C(=O)NNC(=O)c2csc(N3CCOCC3)n2)oc2ccccc12` gave TAG inh -4 and TAG inh DAPI viability -2.
Screening O=C(CCC(=O)c1cccs1)NCCc1ccc(F)cc1 returned TAG inh 7 and TAG inh DAPI viability 0.
CC(=O)Nc1sc(NC(=O)c2ccc([N+](=O)[O-])cc2)nc1-c1cccs1 was read as TAG inh 10 and TAG inh DAPI viability 4.
`O=C(CCc1ccccc1)NC1(Cc2ccccc2)CCN(CCc2cccs2)C1=O` (stereo not given) gave TAG inh 6 and TAG inh DAPI viability -3.
COc1cc(Nc2ccc(S(N)(=O)=O)cc2)c([N+](=O)[O-])nc1[N+](=O)[O-] was read as TAG inh 17 and TAG inh DAPI viability -3.
`CCOC(=O)C1CCN(C(=O)CCn2c(=O)[nH]c3ccccc3c2=O)CC1` gave TAG inh 14 and TAG inh DAPI viability -13.
`OCCNc1nc(-c2ccccc2)nc2ccccc12` gave TAG inh -9 and TAG inh DAPI viability 12.
Screening CCN1CCN(CCCN(Cc2ccco2)C(=S)Nc2ccc(Cl)cc2)CC1 returned TAG inh -9 and TAG inh DAPI viability 19.
`CCOC(=O)c1ccc(-n2c(CCC(=O)O)ccc2-c2cccs2)cc1` gave TAG inh -14 and TAG inh DAPI viability 19.
Screening Cc1c(NC(=O)/C(C#N)=C/c2c(N3CCCCC3)nc3ccccn3c2=O)c(=O)n(-c2ccccc2)n1C returned TAG inh 7 and TAG inh DAPI viability -6.
Cc1cccc(C)c1NC(=O)C1(N2CCN(C(=O)c3ccco3)CC2)CCCCC1 was read as TAG inh -1 and TAG inh DAPI viability 1.
Screening COc1ccc2sc(-c3ccccc3OC)c(-c3ccc(OCCN4CCCC4)cc3)c2c1 returned TAG inh -13 and TAG inh DAPI viability 5.
Screening Cc1ccc(C)c(N2N=C(C(=O)Nc3ccccc3N3CCOCC3)CCC2=O)c1 returned TAG inh 2 and TAG inh DAPI viability 0.
CC(C)c1ccccc1OCCNC(=O)c1cncc(Br)c1 was read as TAG inh -5 and TAG inh DAPI viability 2.
For Cc1ccc(F)c(N=Cc2c(O)c3ccccc3oc2=O)c1 the results were TAG inh 3 and TAG inh DAPI viability -4.
For CC(C)NC(=O)COC(=O)c1ccccc1Oc1ccccc1 the results were TAG inh -7 and TAG inh DAPI viability -6.
For CCCN(CC1CC1)C(=O)COC(=O)c1oc2c(F)cccc2c1C the results were TAG inh -1 and TAG inh DAPI viability -2.
For O=C(O)c1cc(S(=O)(=O)N2CCOCC2)ccc1N1CCCCC1 the results were TAG inh 4 and TAG inh DAPI viability -11.
For CC(C)(C)C(=O)Nc1nc2cc3c(cc2s1)OCO3 the results were TAG inh -9 and TAG inh DAPI viability 9.
For O=C(CN1C(=O)NC2(CCCC2)C1=O)OCCOc1ccccc1 the results were TAG inh -8 and TAG inh DAPI viability 0.
COc1ccccc1N1CCN(S(=O)(=O)c2cc3c(cc2C)NC(=O)CO3)CC1 was read as TAG inh 1 and TAG inh DAPI viability 2.
`CCCCCC(C)NC(=O)c1cc(S(=O)(=O)N2CCCCC2)ccc1N1CCOCC1` (stereo not given) gave TAG inh 2 and TAG inh DAPI viability 3.
`CN1C(C(=O)NCc2cccc(Br)c2)CC2Cn3c(nc4ccccc43)C21` (stereo not given) gave TAG inh 4 and TAG inh DAPI viability 6.
For O=C(NCc1nc2ccccc2[nH]1)C1=C[C@H](c2ccccc2)C[C@H](OCc2ccc(CO)cc2)O1 the results were TAG inh -20 and TAG inh DAPI viability -11.
For COCCCn1c(O)c(/C=C2\N=C(C#N)C(=Nc3ccc(C)cc3)O2)sc1=S the results were TAG inh 17 and TAG inh DAPI viability -5.
For COc1ccccc1Nc1nc(N)nc(CN2CCCCCC2)n1 the results were TAG inh -2 and TAG inh DAPI viability 1.
Cc1csc(NC(=O)CSc2ncn(-c3ccccc3)n2)n1 was read as TAG inh -7 and TAG inh DAPI viability 0.
`O=C(Cc1ccc(F)cc1)N1CCC(N2CCC(C(=O)N3CCOCC3)CC2)CC1` gave TAG inh -5 and TAG inh DAPI viability 11.
For CCCNC(=O)C1CC(=O)N(c2ccc(OCC(=O)Nc3cc(C)cc(C)c3)cc2)C1 (stereo not given) the results were TAG inh 5 and TAG inh DAPI viability 0.
Screening CCOc1ccc(NC(=O)CN(C)C(=O)CCNC(=O)c2ccc(Br)cc2)cc1OCC returned TAG inh -23 and TAG inh DAPI viability 1.
Screening CCN1CCN(C(=O)C2CCN(C(=O)c3cc4sccc4n3CC)CC2)CC1 returned TAG inh 7 and TAG inh DAPI viability -3.
For CC1CCN(CCCOc2ccc(Cl)cc2Br)CC1 the results were TAG inh 0 and TAG inh DAPI viability 17.
`c1coc(-c2ncc[nH]2)c1` gave TAG inh 10 and TAG inh DAPI viability 0.
`N#CC1=C(N)OC2=C(C(=O)CCC2)C1c1ccsc1` (stereo not given) gave TAG inh 1 and TAG inh DAPI viability 0.
CCOC(=O)C1CCN(C(=O)COC(=O)c2ccc3[nH]c4c(c3c2)CCCC4)CC1 was read as TAG inh 13 and TAG inh DAPI viability 2.
Screening COc1cccc(/C=C2/SC(=O)N(C)C2=O)c1OCc1ccc(C(=O)O)cc1 returned TAG inh 13 and TAG inh DAPI viability 0.
Screening CCOC(=O)C1CCN(C(=O)Cn2cccc2C(=O)c2ccccc2)CC1 returned TAG inh -21 and TAG inh DAPI viability 6.
For COc1ccc(C)cc1NC(=O)Nc1cnccn1 the results were TAG inh 5 and TAG inh DAPI viability -7.
CCOC(=O)c1oc2ccccc2c1CSc1nnc(-c2ccco2)o1 was read as TAG inh -8 and TAG inh DAPI viability -14.
`CC(=O)OC1C(=O)N(Cc2ccccc2)C1c1ccc(C)cc1` (stereo not given) gave TAG inh -15 and TAG inh DAPI viability 1.
For Nc1nc(NC(=O)c2ccccc2Cl)nn1-c1ccccc1 the results were TAG inh 1 and TAG inh DAPI viability -8.
